USP30 block = blocks human USP30 ubiquitin-rhodamine cleavage; Q70CQ3; purified USP30, Ub-rhodamine cleavage fluorescence; inhibition, % at 25 µM; 47,000 tested, 5.3% active; AID 1645860
USP10 inh = blocks human USP10 ubiquitin-rhodamine cleavage; Q14694; purified USP10, Ub-rhodamine fluorescence, 60 min; inhibition, % at 20 µM; 47,000 tested, 1.1% active; AID 1645856
UCHL1 inh = human UCHL1 deubiquitinase inhibition | purified UCHL1, Ub-rhodamine cleavage fluorescence | inhibition, % at 20 µM | 47,000 tested, 0.2% active
Target sequence (P09936 whole entry, looked up): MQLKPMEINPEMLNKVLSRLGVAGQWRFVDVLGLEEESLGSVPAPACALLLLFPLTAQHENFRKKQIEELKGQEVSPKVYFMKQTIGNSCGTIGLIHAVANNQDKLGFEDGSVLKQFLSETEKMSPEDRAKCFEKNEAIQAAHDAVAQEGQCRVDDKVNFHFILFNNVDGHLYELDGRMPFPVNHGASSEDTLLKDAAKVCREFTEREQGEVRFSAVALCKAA
USP17 block = human USP17-like deubiquitinase inhibition; A8MUK1; purified USP17, Ub-rhodamine cleavage fluorescence, 3 h; AID 1645855; inhibition, % at 50 µM; 47,000 tested, 6.5% active
OTUD3 block = inhibitors of human OTUD3 deubiquitinase; Q5T2D3; inhibition, % at 25 µM; purified OTUD3, Ub-rhodamine fluorescence, 2 h; 47,000 tested, 0.7% active
Target sequence (Q5T2D3 whole entry, looked up): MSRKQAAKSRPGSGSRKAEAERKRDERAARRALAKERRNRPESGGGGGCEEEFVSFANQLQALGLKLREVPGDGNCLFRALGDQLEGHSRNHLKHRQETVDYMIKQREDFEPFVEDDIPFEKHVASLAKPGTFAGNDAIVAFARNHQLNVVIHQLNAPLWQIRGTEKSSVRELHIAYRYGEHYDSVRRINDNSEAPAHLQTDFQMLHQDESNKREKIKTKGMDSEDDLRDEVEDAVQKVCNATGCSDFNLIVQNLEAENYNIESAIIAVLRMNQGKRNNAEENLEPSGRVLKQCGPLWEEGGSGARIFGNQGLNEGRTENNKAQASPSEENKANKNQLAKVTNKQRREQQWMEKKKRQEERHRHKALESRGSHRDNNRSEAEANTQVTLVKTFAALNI
USP7 inh = blocks human USP7 ubiquitin-rhodamine cleavage. Q93009. purified USP7, Ub-rhodamine cleavage fluorescence. inhibition, % at 20 µM. 47,000 tested, 0.3% active
USP8 inh = blocks human USP8 ubiquitin-rhodamine cleavage. 47,000 tested, 4.2% active. inhibition, % at 20 µM. P40818. AID 1645853. purified USP8, Ub-rhodamine cleavage fluorescence, 30 min
USP28 block = inhibitors of human USP28 deubiquitinase. purified USP28, Ub-rhodamine cleavage fluorescence, 30 min. inhibition, % at 25 µM. 47,000 tested, 3% active. AID 1645857. Q96RU2
* marks the source's active call; other numbers are inactive results; i = inactive; · = no result given. No stated cut-off is given here; in the data, active means inhibition above about 30%; inactive means the rest. Hits appear at their usual frequency; overall some 14% were active at least once.

Under each structure: USP30 block, USP10 inh, UCHL1 inh, USP17 block, OTUD3 block, USP7 inh, USP8 inh, USP28 block
Cc1cc(=O)n(CC(=O)N2CCN(c3ccccn3)CC2)c2c1c(C)nn2-c1ccccc1
  -19, -2, 0, -12, -18, -24, -19, -24
Cc1nc(NC(=O)c2cnccn2)ccc1Br
  -11, 0, -2, -7, -12, -6, 2, -9
CC(C)CN1CCc2nc3cc(C(C)(C)C)[nH]n3c(=O)c2C1
  23, -3, -1, -19, 10, 2, -289, 8
CN1C(=O)C(C)(C)c2cc(S(=O)(=O)N(C)CC(=O)Nc3ccc(F)cc3)ccc21
  3, 1, -2, -1, -3, 0, 0, -1
COc1ccc(C)cc1CN1C[C@@H](c2ccccc2)[C@H](c2ccn[nH]2)C1
  -3, 3, 3, -3, 2, 6, 21, 3
Cc1cccc(CSc2ccc3nnc(-c4cccnc4)n3n2)c1
  13, 0, 0, 8, -1, 2, -11, 10
CCc1ccc(NC(=O)N2CC3CN(S(=O)(=O)c4ccccc4)CC(C2)O3)cc1
  0, 2, 4, -1, 4, 0, 0, 12
CCN1C(=O)CC(c2ccccc2)S(=O)(=O)c2ccccc21 (stereo not drawn)
  -8, 3, -2, -3, -2, 1, 2, -1
O=C(COc1ccc(Cl)cc1-n1cnnc1)Nc1cccc(O)c1
  -138, -8, 1, -46, -27, -2, -9, -43
CCCCN(C)C(=O)C1CCCN(c2cnc3nccnc3c2)C1 (stereo not drawn)
  -345, -8, -45, -92, -85, -45, -119, -91
CCOc1ccccc1C1c2[nH]c3ccccc3c2C[C@H]2C(=O)N(CCC3=CCCCC3)CC(=O)N12 (stereo partly drawn)
  -102, -3, 4, -13, -22, 0, 11, -14
O=C(c1cn(-c2cccc(F)c2)nn1)N1CCc2ccccc2C1
  11, 2, 2, 55*, 7, 1, 1, 1
Cc1noc(-c2cccc(OCC(=O)Nc3cccnc3)c2)n1
  18, -2, -1, 2, 10, 2, -4, 5
CCOc1cc(CCC(=O)N2CCC([C@@H]3C[C@H](C(F)F)n4nc(C)cc4N3)CC2)on1
  -10, -1, 2, -23, 3, 5, -206, 1
O=C(CNc1cc(S(=O)(=O)N2CCCCC2)ccc1N1CCCCC1)NCc1ccccc1
  16, 5, 10, 2, 16, 10, 14, 5
Cn1ncc2c(=O)n(Cc3cccc(Cl)c3)cnc21
  26, 0, 1, 10, 12, -6, 13, 65*
CCN1CC2(CCN(C(=O)c3cc(C)[nH]n3)CC2)COc2ccccc2S1(=O)=O
  -34, 2, -2, -13, -1, -2, -13, -7
Cc1c(C(C)OC(=O)c2ccc(F)cc2)sc2ncnn12 (stereo not drawn)
  32*, 2, 2, 17, 18, -1, 8, 29
Cc1ccc(NS(=O)(=O)c2cccc(C(=O)NC3CCN(Cc4ccccc4)CC3)c2)c(C)c1
  2, 0, 7, 1, -5, 2, -1, 5
Cc1cc(C)c(C#N)c(SCC(=O)Nc2nsc(-c3ccc(C(C)(C)C)cc3)n2)n1
  2, 7, 0, 0, 1, 6, 8, 1
CC(=O)NC(Cc1ccc(F)cc1)C(=O)NC1CCN(c2c(Cc3ccccc3)c(C)nc3ncnn23)CC1 (stereo not drawn)
  -24, -5, 0, -40, -14, -5, -11, -18
COc1cc(O)c(C(=O)c2c(C)cc(O)cc2OC)c(O)c1
  -66, -8, -44, -25, -7, -47, -226, -11
Cc1noc2nc(C)n(CC(=O)NCCc3ccc(Cl)cc3)c(=O)c12
  12, 2, 3, 15, 12, -43, 23, 10
O=c1c2cc([N+](=O)[O-])ccc2nc(CN2CCC(Cc3ccccc3)CC2)n1-c1ccccc1F
  -31, 0, 1, -6, -11, -93, -75, -1
COc1ccc(-c2nnc3ccc(N4CCCC4)nn23)cc1
  -9, -4, -2, -28, -3, -6, 2, -9
CC(C)(C)CC(=O)N1CCc2[nH]c3ccccc3c2C1
  -314, -4, -26, -37, -69, -34, -24, -76
Cc1cc(C)cc(-c2nc(SCC(=O)N3CCCC3)c3c(=O)n(C)c(=O)n(C)c3n2)c1
  36*, 3, 5, ·, 15, 9, 14, 14
COCCn1cnc(-c2nc(C(=O)NCCc3ccccn3)c3ccccn23)c1
  -338, -4, -18, -109, -62, -15, -121, -88
Cc1ccc(NC(=O)Nc2nnc(CC(=O)NCc3ccccc3)s2)cc1F
  -1, 27, -5, 21, -16, 12, -5, -16
N#Cc1cc2c(=O)n(Cc3ccccc3)ccc2[nH]c1=O
  -20, -1, -2, 0, -1, -5, -4, -2
CCC1=NCC(=O)Nc2ccc(Cl)cc21
  -120, -3, -4, -36, -29, -11, -19, -37
Cc1nn2c(S(=O)(=O)N3CCN(c4ccccc4C)CC3)c(C)nc2s1
  8, 2, -1, -20, -7, 0, -2, -7
CC12C(=O)N(c3ccc4c(c3)OCCO4)C(=O)N1CCc1c2[nH]c2ccccc12 (stereo not drawn)
  12, 7, 7, 4, 6, 6, 18, 11
COc1cccc(C(=O)C2CN(c3ccccc3)CC2c2ccc(Cl)cc2)c1 (stereo not drawn)
  -6, 1, 9, 26, 16, 16, 29, 11
CCOc1ccc2nc(NCCc3ccc(Cl)cc3Cl)sc2c1
  16, 8, 9, 11, 11, -8, 9, 44*
CC1(C)CC(=O)c2cc(OCC(=O)N3CCOCC3)ccc2O1
  18, 1, 0, -12, -5, ·, 0, -14
Cc1ccc(-c2ncc(C(=O)N3CCN(c4ccccc4C)CC3)c(-c3ccncc3)n2)cc1
  27, 6, 8, 15, 14, 12, 19, 13
O=C1CC(NC(=O)c2cc(-c3ccc(F)cc3)n[nH]2)CN1 (stereo not drawn)
  ·, 0, 1, -5, 0, 2, 4, ·
Cc1nccn1-c1cc(N2CCN(C(C)C)CC2)nc2ccnn12
  i, -5, -34, -122, -149, -44, -105, -159
CCc1ccc2[nH]c(=O)c(CNCC3CCCO3)cc2c1 (stereo not drawn)
  -14, -5, -7, -8, -5, -3, -8, -3
Cn1c(=O)[nH]c(=O)c2c1nc(N1CCN(C(c3ccccc3)c3ccccc3)CC1)n2CCSc1ncccn1
  30*, 6, 3, 1, 3, 5, 0, 12
N#CC1(NC(=O)CN2CCCCC2Cn2cccn2)CCCC1 (stereo not drawn)
  -34, -5, -5, -10, -11, -2, -1, -14
Cc1ccc(CNC(=O)Cn2c(C)cc(-c3nnc(C)o3)c2C)cc1
  7, -4, 0, 30*, 0, 1, -2, 5
O=C(CC[C@@H]1NC(=O)N(Cc2ccccc2)C1=O)Nc1cccc(Cl)c1
  2, 2, 0, -7, -9, -11, 1, -4
COc1ccc(C2=Nc3ncnn3C2=NCc2ccc(F)cc2)cc1OC
  0, 4, 5, -4, -5, 0, -9, -5
Cc1ccc(CNC(=O)CCc2c(C)nc3c(c(C)nn3-c3ccc(C)cc3)c2C)cc1
  24, 1, 6, 21, 24, 5, 34*, 16
CC(C)n1ncc2[nH]c(-c3ccc(N4CCN(CC(=O)O)CC4)cc3)nc21
  8, 0, 1, -22, 6, 3, 9, 0
O=C(c1nc(-c2ccc3cc[nH]c3c2)no1)N1CCN(c2ccc(Cl)cc2)CC1
  -11, 10, 4, -1, -3, 1, -21, -4
COc1ccc(CNC(=O)c2nnc(C(=O)Nc3ccc(F)cc3)s2)cc1
  17, 17, 2, 8, 3, 9, 21, 9
O=c1c2[nH]c3ccc(Cl)cc3c2ncn1CCC1=CCCCC1
  -7, -2, -1, 7, -8, 0, 14, -1

Rewritten bar-delimited: 15 of the compounds above.
Structure | USP30 block | USP10 inh | UCHL1 inh | USP17 block | OTUD3 block | USP7 inh | USP8 inh | USP28 block
CC1(C)CC(=O)c2cc(OCC(=O)N3CCOCC3)ccc2O1 | 18 | 1 | 0 | -12 | -5 | · | 0 | -14
Cc1ccc(-c2ncc(C(=O)N3CCN(c4ccccc4C)CC3)c(-c3ccncc3)n2)cc1 | 27 | 6 | 8 | 15 | 14 | 12 | 19 | 13
O=C1CC(NC(=O)c2cc(-c3ccc(F)cc3)n[nH]2)CN1 (stereo not drawn) | · | 0 | 1 | -5 | 0 | 2 | 4 | ·
Cc1nccn1-c1cc(N2CCN(C(C)C)CC2)nc2ccnn12 | i | -5 | -34 | -122 | -149 | -44 | -105 | -159
CCc1ccc2[nH]c(=O)c(CNCC3CCCO3)cc2c1 (stereo not drawn) | -14 | -5 | -7 | -8 | -5 | -3 | -8 | -3
Cn1c(=O)[nH]c(=O)c2c1nc(N1CCN(C(c3ccccc3)c3ccccc3)CC1)n2CCSc1ncccn1 | 30* | 6 | 3 | 1 | 3 | 5 | 0 | 12
N#CC1(NC(=O)CN2CCCCC2Cn2cccn2)CCCC1 (stereo not drawn) | -34 | -5 | -5 | -10 | -11 | -2 | -1 | -14
Cc1ccc(CNC(=O)Cn2c(C)cc(-c3nnc(C)o3)c2C)cc1 | 7 | -4 | 0 | 30* | 0 | 1 | -2 | 5
O=C(CC[C@@H]1NC(=O)N(Cc2ccccc2)C1=O)Nc1cccc(Cl)c1 | 2 | 2 | 0 | -7 | -9 | -11 | 1 | -4
COc1ccc(C2=Nc3ncnn3C2=NCc2ccc(F)cc2)cc1OC | 0 | 4 | 5 | -4 | -5 | 0 | -9 | -5
Cc1ccc(CNC(=O)CCc2c(C)nc3c(c(C)nn3-c3ccc(C)cc3)c2C)cc1 | 24 | 1 | 6 | 21 | 24 | 5 | 34* | 16
CC(C)n1ncc2[nH]c(-c3ccc(N4CCN(CC(=O)O)CC4)cc3)nc21 | 8 | 0 | 1 | -22 | 6 | 3 | 9 | 0
O=C(c1nc(-c2ccc3cc[nH]c3c2)no1)N1CCN(c2ccc(Cl)cc2)CC1 | -11 | 10 | 4 | -1 | -3 | 1 | -21 | -4
COc1ccc(CNC(=O)c2nnc(C(=O)Nc3ccc(F)cc3)s2)cc1 | 17 | 17 | 2 | 8 | 3 | 9 | 21 | 9
O=c1c2[nH]c3ccc(Cl)cc3c2ncn1CCC1=CCCCC1 | -7 | -2 | -1 | 7 | -8 | 0 | 14 | -1

The results go on:
Under each structure: USP30 block, USP10 inh, UCHL1 inh, USP17 block, OTUD3 block, USP7 inh, USP8 inh, USP28 block
Cc1ccc(N2C(=O)C3C4CCCN4C4(C(=O)Nc5ccccc54)C3C2=O)cc1[N+](=O)[O-] (stereo not drawn)
  -76, -4, -3, -8, -5, -6, -91, -18
CC(C(=O)Nc1ccc2c(c1)OCCO2)N1CCC(C(=O)c2ccccc2)CC1 (stereo not drawn)
  9, 1, 3, 11, 13, 0, 10, 23
CCc1nnc(SCC(=O)Nc2ccc(N3CCOCC3)cc2)n1C
  0, 0, -3, 0, -5, 0, -15, -12
COC(=O)COc1ccc(/C=N/NC(=O)c2ccc(CN3CCc4ccccc4C3)cc2)cc1
  54*, 4, 1, 25, -4, 2, 36*, 17
Cc1ccc(C)c(CN2CCC(CNC(=O)CCc3nnc4ccc(N5CCC(C)CC5)nn34)CC2)c1
  -77, -5, -6, -16, -21, -9, -2, -12
N#CC1(c2nc3ccccc3[nH]2)Cc2ccccc2N2CCCCC21 (stereo not drawn)
  -350, -8, -34, -58, -100, -29, -65, -82
Cc1nc(C2CCN(Cc3ncc[nH]3)CC2)nc2c1CCC(=O)N2Cc1cccc(F)c1
  -5, -2, -1, -5, -6, 0, -3, 0
O=C(CCc1nnc2n(Cc3ccccc3)c(=O)c3ccccc3n12)NCCN1CCOCC1
  -1, -2, 2, 0, -2, -18, 4, -1
Cn1c(NC(=O)c2ccccc2F)cc(=O)n(C)c1=O
  -17, 2, -2, -7, -6, -2, -10, -16
Cc1cc(Nc2nc3ccccc3nc2N2CCN(Cc3ccccc3)CC2)n(-c2ccccc2)n1
  -23, 0, 3, -8, -1, 5, -3, -2
Cn1nc(-c2nc(-c3ccccc3)no2)c2c1CCN(C(=O)C1CCCC1)C2
  -15, -1, 2, 64*, 5, -12, 6, -6
